Source: PubChem BioAssay (several laboratories)
Salmonella PhoP GFP: inhibitors of PhoP regulon expression, primary screen, Salmonella Typhimurium, GFP reporter (AID 1863); 0.16% of 300,000 active; one-dose inhibition, % at 50 µM; IC50 in µM for titrated hits; S. Typhimurium PhoP-regulated promoter GFP reporter, 4 h; higher % means a stronger effect;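 active means inhibition over 29.93%, a cutoff 3 SD above the screen mean, later confirmed by dose response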;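 further: 0% = low Mg2+ inducing control and 100% = high Mg2+ repressing control; strong numbers were not always called active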
T cell HTS: modulators of CD8 T cell-vesicle binding, primary screen, mouse 2C CD8+ T cells, flow cytometry. 0.068% of 330,000 active. 2C CD8+ T cell-vesicle binding; stronger effect = lower value. calls only at 7 µM;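 active means response, share of CD8 T cells binding vesicles, and their 90th percentile fluorescence all below set limits, cut at about 80% in these data, passing the limit was not always enough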
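incubation = binding step 1.5 h, 37 °C, antibody labelling 20 min, ice | test system = 2C mouse CD8+ T cells | read-out basis = percent CD8+ FL2 mean versus row control | controls = Peptide-free naked vesicles (low) and QL9 vesicles with 0.7% DMSO vehicle (high) | detection = flow cytometry of vesicle-bound cells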
NTR1 agonist: agonists of NTR1, primary screen, imaging, U2OS cells, beta-arrestin-GFP, high content (AID 493036). Neurotensin receptor type 1 (Homo sapiens), P30989. activation, % at 20 µM. 0.17% of 330,000 active. NTR1-U2OS beta-arrestin-GFP spot imaging, agonist mode;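 active means activation at or above 40% of the spot to cytoplasm intensity ratio, with at least 20 cells analyzed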;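 further: 0% = DMSO without peptide and 100% = 100 nM NTR1 peptide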
Target sequence (P30989 whole entry, looked up): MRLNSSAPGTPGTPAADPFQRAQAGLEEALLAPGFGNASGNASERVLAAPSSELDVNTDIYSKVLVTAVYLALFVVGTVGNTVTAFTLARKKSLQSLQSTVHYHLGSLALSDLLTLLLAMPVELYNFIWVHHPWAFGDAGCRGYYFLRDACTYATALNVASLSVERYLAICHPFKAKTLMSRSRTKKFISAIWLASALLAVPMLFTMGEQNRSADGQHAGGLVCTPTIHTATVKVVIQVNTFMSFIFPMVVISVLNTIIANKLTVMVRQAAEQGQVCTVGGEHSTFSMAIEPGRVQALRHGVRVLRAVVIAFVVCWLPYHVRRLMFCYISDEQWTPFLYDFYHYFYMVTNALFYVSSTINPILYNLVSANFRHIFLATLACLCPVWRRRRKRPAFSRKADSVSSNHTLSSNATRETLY
T cell HTS vesicle-bound %: further read-out of T cell HTS, marked with its call; double positive events, %; measured here: CD8+ vesicle-bound cell fraction;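 binding gate set so that unloaded-vesicle control wells show 10% double positive cells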
NTR1 agonist cell count 20 µM: second read-out of NTR1 agonist, no call of its own (marks repeat the call); cell count; measured here: cell count, cytotoxicity flag
An asterisk follows results filed as active; i = inactive. These rows are one share of the data (hit frequency here may not be typical).

Each structure is followed by: T cell HTS	T cell HTS vesicle-bound %	NTR1 agonist	NTR1 agonist cell count 20 µM	Salmonella PhoP GFP
Cc1nnnn1/C(=C\c1ccccc1)C(=O)OCC(=O)NC1CCCCC1
    i	32.2	3.0	60	-4.8%
Cc1ccc(CNC(=O)C(=O)NCCC2CCCCN2S(=O)(=O)c2ccccc2)cc1 (stereo not drawn)
    i	16.0	0.7	40	-6.0%
N#C/C(=C\c1ccc(O)c(O)c1)C(=O)Nc1ccccc1
    i	31.7	3.2	54	-5.5%
CC1CCCC(C)N1C(=O)COC(=O)c1cc(S(=O)(=O)N2CCOCC2)ccc1Cl (stereo not drawn)
    i	32.8	0.7	60	-8.2%
C=CCn1c(C)cc(-c2csc(NC(=O)C3=COCCO3)n2)c1C
    i	48.3	0.5	53	6.1%
COc1ccccc1CNC(=O)COC(=O)Cc1c[nH]c2ccccc12
    i	26.2	1.5	61	-3.4%
CN(CC(=O)Nc1c(Cl)cccc1Cl)C(=O)c1cc(-c2cccs2)nn1-c1ccccc1
    i	50.3	0.6	57	5.2%
O=C(CN1C(=O)NC2(CCCCCC2)C1=O)c1ccc(F)cc1
    i	51.6	-0.5	62	-1.9%
Cc1ccc(C2CC(c3cccs3)=NN2C(=O)CSc2nc(=O)n3ccc(C)cc3n2)cc1 (stereo not drawn)
    i	5.6	6.9	54	3.8%
CCN(CC)CCCn1c2c(c(SCC(=O)Nc3cccc4ccccc34)nc1=O)CCC2
    i	25.6	0.1	98	-3.6%
O=C(COC(=O)c1cc(Br)ccc1O)NCC1CCCO1 (stereo not drawn)
    i	33.4	1.1	90	-8.5%
CCN(CC(=O)NCc1cccs1)C(=O)CCC(=O)c1ccc(F)cc1
    i	54.6	-1.8	45	-1.5%
CC(OC(=O)c1cccc(-n2cnnn2)c1)C(=O)c1ccccc1 (stereo not drawn)
    i	23.5	0.9	66	-4.3%
CN/C(=C/[N+](=O)[O-])NCCSCc1csc(CN(C)C)n1
    i	64.9	-1.0	61	2.9%
CC(C)n1cnnc1SCC(=O)NNC(=O)COc1ccc(Cl)cc1
    i	36.6	1.9	71	5.3%
CCC1(c2ccc(F)cc2)NC(=O)N(CC(=O)N2CCN(S(=O)(=O)c3ccc(Cl)cc3)CC2)C1=O (stereo not drawn)
    i	38.6	0.8	64	-1.3%
O=C(COC(=O)Cc1cccc(C(F)(F)F)c1)Nc1ccc2[nH]c(=O)[nH]c2c1
    i	54.3	0.0	67	-4.3%
O=C(NNC(=O)C12CC3CC(CC(C3)C1)C2)c1csc(N2CCOCC2)n1
    i	36.2	0.3	55	-9.4%
COc1ccc(N2CC(NS(=O)(=O)c3ccc4ccccc4c3)CC2=O)cc1OC (stereo not drawn)
    i	29.0	0.2	68	-1.6%
COc1ccc(NC(=O)CN(C)C(=O)c2ccc(N3CCCC3)c([N+](=O)[O-])c2)cc1
    i	29.3	0.2	69	7.5%

Of the compounds above, 2 have an NH in an aromatic ring.
Each structure is followed by: T cell HTS	T cell HTS vesicle-bound %	NTR1 agonist	NTR1 agonist cell count 20 µM	Salmonella PhoP GFP
COc1ccccc1CNC(=O)COC(=O)Cc1c[nH]c2ccccc12
    i	26.2	1.5	61	-3.4%
O=C(COC(=O)Cc1cccc(C(F)(F)F)c1)Nc1ccc2[nH]c(=O)[nH]c2c1
    i	54.3	0.0	67	-4.3%

Next section:
Each structure is followed by: T cell HTS	T cell HTS vesicle-bound %	NTR1 agonist	NTR1 agonist cell count 20 µM	Salmonella PhoP GFP
CCCCN1CCC(COC(=O)c2cc(Cl)c(N)c3c2OCCO3)CC1
    i	65.5	-2.7	76	1.8%
CCOc1ccc2nc(SCC(=O)N(CC(C)C)c3c(N)n(Cc4ccccc4)c(=O)[nH]c3=O)[nH]c2c1
    i	28.4	-0.9	50	-4.8%
COCCN(C(=O)COC(=O)C1COc2ccccc2O1)c1c(N)n(Cc2ccccc2)c(=O)[nH]c1=O (stereo not drawn)
    i	53.2	-0.7	63	-4.8%
COc1ccc(Cl)cc1NC(=O)CN(C)C(=O)C1CC(=O)N(Cc2ccc(C)cc2)C1 (stereo not drawn)
    i	23.4	-0.2	63	1.0%
CCC(=O)[C@@]1(C)[C@H](C)C[C@H]2[C@@H]3CCC4=CC(=O)C=C[C@]4(C)[C@H]3[C@@H](O)C[C@@]21C
    i	19.0	1.7	65	-5.3%
Cc1ccc(NC(=O)Cn2cc(C(F)(F)F)cc(Cl)c2=O)cc1S(=O)(=O)N1CCCCC1
    i	27.5	-0.2	58	-7.9%
OCC[C@H]1C[C@H](O)[C@@H](O)[C@@]2(CCc3ccccc3O2)O1
    i	11.3	0.6	53	8.3%
O=C(COc1coc(CN2CCc3ccccc32)cc1=O)Nc1ccccc1
    i	27.3	0.6	83	-4.2%
COc1ccc(NS(=O)(=O)c2cc(NC(=O)CCNC(C)=O)ccc2N2CCOCC2)cc1
    i	53.0	0.3	63	-3.0%
COCCN(C(=O)c1cccc(-n2cnnn2)c1)c1c(N)n(CC(C)C)c(=O)[nH]c1=O
    i	55.8	1.0	48	0.8%
COc1ccc(C(=O)[C@@H]2CC[C@](C)(C(=O)O)C2(C)C)cc1
    i	27.2	-1.0	51	5.3%
Cc1csc(SC(C)C(=O)NCC2CCCO2)n1 (stereo not drawn)
    i	34.1	-1.5	63	-6.2%
CCCCN(C(=O)c1ccc2c(c1)OCCO2)c1c(N)n(CCCC)c(=O)[nH]c1=O
    i	21.8	-2.0	49	-2.3%
CCN1C(=O)[C@@H]2[C@@H](c3ccc(-c4ccc(OC)cc4)cc3)N3CCCC[C@@]3(C(=O)OC)[C@@H]2C1=O
    i	28.3	-3.5	79	4.4%
O=C(C1CC(=O)N(c2ccc(Cl)cc2)C1)N1CCC(c2nc3ccccc3[nH]2)CC1 (stereo not drawn)
    i	31.8	-0.7	56	5.4%
O=c1cc[nH]c2c1ccc1cccnc12
    i	41.8	0.3	88	-3.9%
COc1ccccc1C(=O)NCCC(=O)Nc1ccncc1
    i	41.4	-2.0	56	-7.7%
O=C(Cc1ccccc1)NCCS(=O)(=O)N1CCN(c2ccccc2)CC1
    i	61.2	1.9	74	-7.3%
CCCCN(C1CCS(=O)(=O)C1)S(=O)(=O)c1ccc(OC)cc1 (stereo not drawn)
    i	51.6	-0.3	57	-0.7%
Cc1ccc(Cn2c(SCC(=O)N(C)C3CCS(=O)(=O)C3)nc3ccccc3c2=O)cc1 (stereo not drawn)
    i	32.3	0.1	88	-4.2%

(listing goes on)
Each structure is followed by: T cell HTS	T cell HTS vesicle-bound %	NTR1 agonist	NTR1 agonist cell count 20 µM	Salmonella PhoP GFP
CCCCc1nnc(NC(=O)C2CCN(c3ncnc4sc(C)c(C)c34)CC2)s1
    i	27.1	6.1	38	4.0%
Cc1ccc(-c2nn(-c3ccccc3)cc2C(=O)NCC(c2cccs2)N2CCOCC2)cc1 (stereo not drawn)
    i	17.2	3.6	43	-6.9%
CCN(C(=O)CSc1ncnc2c1cnn2-c1ccccc1)C1CCS(=O)(=O)C1 (stereo not drawn)
    i	31.7	-0.3	39	-6.2%
O=C(COc1cc(F)ccc1[N+](=O)[O-])Nc1ccc(N2CCCCC2)cc1
    i	1.1	3.9	50	0.9%
CC1CCc2sc(C(=O)NCc3ccccn3)cc2C1 (stereo not drawn)
    i	43.9	-0.1	59	-6.0%
COCCNC(=O)[C@@H]1CCCN1S(=O)(=O)c1cccc2cccnc12
    i	11.3	0.7	57	4.6%
CC[C@@]12C(=O)N(c3cccc(F)c3)C(=O)N1[C@H](c1ccc(Br)cc1)[C@@H]1C(=O)N(C(C)(C)C)C(=O)[C@@H]12
    i	36.8	16.3	83	-6.3%
CCN(CC(=O)Nc1ccc(C)c(S(=O)(=O)N2CCOCC2)c1)Cc1ccccc1
    i	14.3	0.4	52	-6.4%
Cc1ccccc1C(=O)NCC(=O)OCCOc1ccc(C(C)C)c(C)c1
    i	35.2	2.2	58	3.2%
O=C(CCc1nc2ccccc2c(=O)[nH]1)NNC(=O)c1ccccc1Cl
    i	59.1	0.4	63	-4.1%
O=C(CSc1nncs1)Nc1ccc(Cl)cc1C(F)(F)F
    i	55.4	-1.1	57	2.1%
O=C(COc1cccc(C(F)(F)F)c1)NCC(c1ccco1)N1CCCCC1 (stereo not drawn)
    i	43.0	2.2	46	-2.8%
CCn1c(SCC(=O)N(C)C)nc2cc(S(=O)(=O)N3CCOCC3)ccc21
    i	27.7	-0.4	57	0.2%
O=C(Nc1cc2c3c(c1)CC(=O)N3CCC2)c1ccc(F)cc1
    i	47.7	-1.3	48	3.7%
CCCC[C@@]1(C2CCCC2)Cc2cc(OCC(=O)O)c(Cl)c(Cl)c2C1=O
    i	20.9	2.8	47	4.1%
Cc1cc(C)c(C(=O)COC(=O)c2cc([N+](=O)[O-])ccc2N2CCOCC2)cc1C
    i	46.3	4.2	58	-3.9%
CC(OC(=O)C1=COCCO1)C(=O)Nc1ccc(Cl)cn1 (stereo not drawn)
    i	24.5	-0.7	66	-0.4%
CC(=O)Nc1cccc(C(=O)OC(C)C(=O)Nc2ccc(S(=O)(=O)N3CCCC3)cc2)c1 (stereo not drawn)
    i	31.5	-1.1	55	-4.2%
O=C(O)/C=C/C(=O)c1ccc2c(c1)CCc1ccccc1-2
    i	30.2	14.8	94	0.3%
CCc1cccc(OCC(=O)Nc2ccccc2N2CCCC2)c1
    i	44.2	9.2	73	-6.0%

Given comma-delimited: entries from further up.
Molecule,T cell HTS,T cell HTS vesicle-bound %,NTR1 agonist,NTR1 agonist cell count 20 µM,Salmonella PhoP GFP
O=C(CCc1nc2ccccc2c(=O)[nH]1)NNC(=O)c1ccccc1Cl,i,59.1,0.4,63,-4.1%
O=C(CSc1nncs1)Nc1ccc(Cl)cc1C(F)(F)F,i,55.4,-1.1,57,2.1%

Back to the main list with the 2 entries that preceded the break.
Each structure is followed by: T cell HTS	T cell HTS vesicle-bound %	NTR1 agonist	NTR1 agonist cell count 20 µM	Salmonella PhoP GFP
O=C(O)/C=C/C(=O)c1ccc2c(c1)CCc1ccccc1-2
    i	30.2	14.8	94	0.3%
CCc1cccc(OCC(=O)Nc2ccccc2N2CCCC2)c1
    i	44.2	9.2	73	-6.0%
COc1ccccc1CCC(=O)OCC(=O)Nc1cccc(S(=O)(=O)N2CCOCC2)c1
    i	37.7	-0.3	43	-0.4%
CN(C1CCCCC1)S(=O)(=O)c1cc2c3c(c1)CCN3C(=O)CC2
    i	29.1	2.8	55	-0.2%
CCCCN(C(=O)c1ccc([N+](=O)[O-])o1)c1c(N)n(CC(C)C)c(=O)[nH]c1=O
    i	21.1	1.7	72	-27.7%
Cc1ccc(NC(=O)c2cc3ccccc3o2)nc1
    i	57.9	-0.9	64	8.2%
Cc1ccc(CN2CC(C(=O)NCC(=O)Nc3c(C)cccc3C)CC2=O)cc1 (stereo not drawn)
    i	14.4	0.1	51	5.8%
CCOc1ccc(CCNC(=O)c2cc(S(=O)(=O)N3CCOCC3)ccc2C)cc1OCC
    i	19.6	0.0	57	-8.6%
CN(CC(=O)Nc1c(Cl)cccc1Cl)C(=O)c1sccc1-c1ccccc1
    i	12.9	0.9	71	-7.7%
CCc1ccc(NC(=O)CSc2nc(=O)n(CCCN(C)C)c3c2CCC3)cc1
    i	29.6	-0.8	64	-4.8%
CCN1C(=O)[C@H]2[C@@H](c3ccc(C)cc3)N3C(=O)N(c4cccc(Br)c4)C(=O)[C@@]3(Cc3ccccc3)[C@H]2C1=O
    i	49.4	3.5	96	-5.7%
Cc1cccc(NS(=O)(=O)c2cccc(C(=O)N3CCCC3)c2)c1
    i	44.2	-1.5	66	-4.2%
N#CC(C#N)=C(N)/C(C#N)=C/c1cc(O)c(O)c(O)c1
    i	28.1	1.7	58	-4.4%
Cc1ccccc1OCCC(=O)N1CCN(S(=O)(=O)c2ccc(Cl)cc2)CC1
    i	49.1	0.4	49	-4.0%
COc1ccc(NC(=O)CN(C)C(=O)c2ccc(N3CCOCC3)c([N+](=O)[O-])c2)cc1
    i	32.5	-0.7	61	-3.4%
Cc1cccc(N(Cc2ccccc2)C(=O)c2ccc(F)c(S(=O)(=O)N3CCOCC3)c2)c1
    i	46.3	0.3	33	-6.6%
COc1ccccc1NC(=O)C(C)OC(=O)C1CCN(S(=O)(=O)c2ccc(C)c(C)c2)CC1 (stereo not drawn)
    i	29.3	5.2	69	-3.1%
COc1cc(-c2nc3cc(C)ccn3c2NC2CCCCC2)ccc1-c1ccc(C(C)=O)cc1
    i	18.6	11.6	48	-7.4%
COc1ccccc1NC(=O)CSc1nnc(Cc2cccs2)n1C
    i	38.8	-1.2	61	5.0%
Cc1ccc(S(=O)(=O)N2CCN(C(=O)c3ccc(-n4cncn4)c([N+](=O)[O-])c3)CC2)cc1C
    i	34.0	0.7	51	6.4%
COC(=O)[C@]1(CC(C)C)N[C@H](c2ccc(-c3ccc(OC)cc3)cc2)[C@@H]2C(=O)N(C)C(=O)[C@@H]21
    i	38.5	0.3	67	11.2%
